Screening results from PubChem BioAssay.
KB-V1 MDR tox – KB-V1 MDR subline cytotoxicity; 400,000 tested, 3.4% active; AID 1347076; KB-V1 MDR cells viability, CellTiter-Glo, 72 h; Potency, µM (series often up to 46.1 µM), inactives show at the highest dose activity change, negative = cytotoxicity, actives largely listed as cytotoxic; note: potency is the fitted concentration of half-maximal effect; % is set by controls: 0 for no effect and ±100 for the full control effect; nearly all actives have a fitted effect of over 60% in size
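Following 72 h at 37 degrees C with compound, KB-V1 cell viability was read by CellTiter-Glo luminescence, medium being phenol-red-free DMEM plus 10% FBS; concentration-response parameters came from normalized, curve-fitted qHTS data.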
TDP-43 yeast inh – rescues yeast growth from TDP-43 toxicity; TDP-43 expressing yeast growth rescue, BacTiter-Glo, 24 h; Potency, µM (highest dose often 46.1 µM), inactives show at the highest dose growth rescue (activation), actives largely listed as activators; 410,000 tested, 1.8% active; AID 652104; note: potency is the fitted concentration of half-maximal effect; % of control where 0% means no effect; nearly all actives have a fitted effect of over 50% in size
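In this qHTS, compounds that restore growth of yeast expressing TDP-43 appear as activators. Cells (OD600=0.02, galactose medium, raffinose-pregrown) are incubated with compound 24 hr at 30 deg C and growth is quantified by BacTiter-Glo.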
GLP-1R inv ag – acts as inverse agonist at human GLP-1 receptor. P43220. HEK293 GLP-1R CRE-luciferase, luminescence, 24 h; GLP-1R form is constitutively active. Potency, µM (titrated, usually from 38.3 µM), without a hit: at the top dose activity change, negative = inhibition, hits mostly inhibitors. 410,000 tested, 1.6% active; note: potency is the fitted concentration of half-maximal effect; % is set by controls: 0 for no effect and ±100 for the full control effect; nearly all actives have a fitted effect of over 55% in size
Target sequence (P43220 whole entry, looked up): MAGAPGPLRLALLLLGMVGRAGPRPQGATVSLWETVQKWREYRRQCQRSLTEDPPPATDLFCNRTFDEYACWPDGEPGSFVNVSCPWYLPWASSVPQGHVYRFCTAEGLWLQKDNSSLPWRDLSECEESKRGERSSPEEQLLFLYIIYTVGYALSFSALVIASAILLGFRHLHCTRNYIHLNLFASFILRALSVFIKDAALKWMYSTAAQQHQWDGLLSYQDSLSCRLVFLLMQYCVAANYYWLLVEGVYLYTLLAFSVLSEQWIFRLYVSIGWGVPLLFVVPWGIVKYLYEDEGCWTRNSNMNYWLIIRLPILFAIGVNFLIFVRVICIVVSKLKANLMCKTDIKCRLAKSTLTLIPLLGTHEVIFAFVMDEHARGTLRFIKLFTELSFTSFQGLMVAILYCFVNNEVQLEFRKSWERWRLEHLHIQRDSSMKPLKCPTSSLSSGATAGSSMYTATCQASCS
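Constitutively active GLP-1R drives a cAMP-responsive luciferase in stably transfected HEK293 cells; test compounds are added after overnight (12 h) attachment and left 24 hr, and signal loss in luminescence marks inhibition.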
GLP-1R agonist – GLP-1 receptor (human) agonism | P43220 | HEK293 GLP-1R CRE-luciferase, luminescence, 4-6 h; cells express a hypersensitive GLP-1R form | Potency, µM (top dose mostly 45.6 µM), inactives show top-dose activation, most hits filed as activators | 380,000 tested, 0.007% active; note: potency is the fitted concentration of half-maximal effect; % of control where 0% means no effect
D3 antag – antagonists of human D3 dopamine receptor; 360,000 tested, 2.5% active; max response, negative = inhibition, %; D3R cells, DiscoveRx beta-arrestin luminescence, antagonist mode; active compounds read low; AID 652054; P35462; in the data active = max response below about -50%; inconclusive = no clear call, values can overlap the other calls; note: % is set by controls: 0 for no effect and ±100 for the full control effect; mostly tested at two doses, the higher about 12 µM
Target sequence (P35462 whole entry, looked up): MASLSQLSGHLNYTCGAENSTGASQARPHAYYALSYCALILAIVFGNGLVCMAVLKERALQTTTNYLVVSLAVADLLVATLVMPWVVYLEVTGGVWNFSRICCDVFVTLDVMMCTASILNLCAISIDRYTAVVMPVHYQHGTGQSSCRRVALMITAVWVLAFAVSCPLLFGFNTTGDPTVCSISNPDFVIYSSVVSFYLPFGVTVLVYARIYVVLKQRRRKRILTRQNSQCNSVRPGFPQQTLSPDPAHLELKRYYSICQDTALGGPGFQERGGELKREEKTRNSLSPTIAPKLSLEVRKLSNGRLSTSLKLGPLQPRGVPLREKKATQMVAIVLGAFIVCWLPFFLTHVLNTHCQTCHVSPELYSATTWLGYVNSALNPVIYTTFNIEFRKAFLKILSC
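Cells plated overnight at 1500 cells/well, then exposed to library compounds with dopamine controls for 90 minutes at 37 degrees C. DiscoveRx reagent added for 30–60 minutes at room temperature; luminescence read, quantitative HTS format.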
DRD3 agonist – activates the human D3 dopamine receptor; P35462; D3R DiscoveRx beta-arrestin cells, luminescence, 90 min; max activation, %; 410,000 tested, 0.58% active; AID 652048; in the data active = max activation above about 30%; note: 0% is about no effect; mostly tested at two doses, the higher about 12 µM
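Cells at 1500/well, incubated overnight, then treated with pinned compounds (dopamine as control) for 90 min at 37 degrees C. DiscoveRx reagent added for 30 - 60 minutes at room temperature; luminescence read.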
aSyn rescue – alpha-synuclein toxicity inhibition in yeast; 370,000 tested, 0.14% active; Potency, µM (titrated, usually from 46.1 µM), for the others: at the highest dose growth rescue (activation), actives largely listed as activators; Yeast expressing alpha-synuclein, growth rescue, BacTiter-Glo, 24 h; note: potency is the fitted concentration of half-maximal effect; % of control where 0% means no effect; nearly all actives have a fitted effect of over 65% in size
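Screening used galactose-induced yeast with toxic alpha-synuclein levels, exposed to compound for 24 hr at 30 deg C. Cell growth, read with BacTiter-Glo luminescence, gave the measured signal.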
GLP1R cytotox – cytotoxicity in counter-screen for GLP-1R inverse agonists. Potency, µM (doses to about 38.3 µM), for inactives: top-dose activity change, negative = inhibition, hits mostly inhibitors. HEK293 cAMP-luciferase reporter cells, luminescence, 24 h. 410,000 tested, 0.13% active. AID 624418;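 note: loss of luciferase light is scored as toxicity; potency is the fitted concentration of half-maximal effect; % is set by controls: 0 for no effect and ±100 for the full control effect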
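Quantitative HTS format, 1536 wells, 200 cells/uL seeded. Compounds: 23 nL, 24 h, 37 °C. Detection: luciferase reagent, luminescence at 12 min RT; decreased signal taken as cytotoxic.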
PTHR1 agonist – agonists of human PTHR1 parathyroid hormone receptor; Q03431; HEK293 GP2 PTHR1 cells, GloSensor cAMP luminescence, 1 h; Potency, µM (titrated, usually from 115 µM), for the others: at the top dose activation, usual class: activators; 410,000 tested, 0.075% active; note: potency is the fitted concentration of half-maximal effect; nearly all actives have a fitted effect of over 55% in size; some results filed as inactive show a strong effect at the top dose; inactives centre near -15; many of its hits are not listed in these tables
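HEK-293-derived GP2 cells expressing PTHR1 and a GloSensor cAMP reporter, 3,000/well, plated overnight, given luciferin plus IBMX (each 0.5 mM as added) for 1 h at 37 °C, then compound for 1 h at 37 °C. Luminescence was read after 15 min at room temperature.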
* hit, by the source's call; i = inactive; u = inconclusive; x = not tested or not shown; & = joins results of further samples; [ ] = dose if it differs, or a comment. Unless noted, calls come from the whole dose curve; as a rule, active = well fitted curve in the direction sought with a large enough effect; inconclusive = small, poorly fitted or top-dose-only effect, or another doubt; inactive = no such curve, though single readings can be large; an effect the other way counts as inactive or inconclusive. These rows are one share of the data. The share of hits here may be higher or lower than overall.

No.	canonical_smiles	KB-V1 MDR tox	TDP-43 yeast inh	GLP-1R inv ag	GLP-1R agonist	D3 antag	DRD3 agonist	aSyn rescue	GLP1R cytotox	PTHR1 agonist
1	CC1C(=O)N(Cc2cn(CCC3OCCO3)nn2)CCS(=O)(=O)N1Cc1ccc(-c2ccc(Cl)cc2)cc1 (stereo not drawn)	-1%	28µM*	u	-3%	11	3	1%	-18%	-93%[inhibitor]
2	O=C(Nc1c(C(=O)N2CCOCC2)cnn1-c1ccccc1)c1ccc([N+](=O)[O-])cc1	-2%	6%	13%	-7%	3	2	6%	-14%	i
3	CC(C)c1ccc(C2Sc3ccccc3NC3=C2C(=O)c2ccccc23)cc1 (stereo not drawn)	x	2%	8.9µM*	x	x	-17	x	-22%	-18%
4	COC(=O)[C@]12CCCCC=C1N(Cc1ccco1)C(=O)[C@H](CC(=O)N1CCN(C(=O)C3CC3)CC1)C2	0%	21%	21%	2%	u	2	13%	3%	6%
5	O=C(Cn1nnc(-c2ccccc2F)n1)OCC(=O)c1ccccc1	6%	-19%	8%	-1%	7	-1	-1%	0%	i
6	Cc1cc(C)n(-c2nc3ccccc3nc2N2CCN(S(=O)(=O)c3ccc(F)c(C)c3)CC2)n1	25%	0%	4%	-1%	8	8	1%	7%	-2%[57.5 µM]
7	Cn1c(=O)c2c(nc(CCc3ccccc3)n2C)n(C)c1=O	-8%	1%	-16%	6%	17	10	2%	0%	i
8	C=CCC[C@@H](Cc1ccc(F)cc1)C(=O)OC[C@@H](Cc1c[nH]c2ccccc12)NC(=O)[C@H](CC=C)CC(=O)N[C@H](CO)Cc1ccccc1	8%	8%	0%	11%	40	13	2%	-6%	-20%
9	COc1ccccc1N1CCN(CCCNC(=O)c2nnc(Cc3c(F)cccc3Cl)o2)CC1	u	15%	-26%	x	x	-23	x	-4%	i
10	C=C(C)Cn1c(SCC(=O)N/N=C/c2cccc(O)c2)nc2ccccc2c1=O	u	-6%	u	-1%	68	3	8%	0%	i
11	Cc1cc(C)c(S(=O)(=O)N2CCCCC2CCNC(=O)C(=O)NCc2ccco2)c(C)c1 (stereo not drawn)	u	22%	u	2%	8	-1	3%	u	-87%
12	CCc1noc(C)c1C(=O)OCC(=O)c1ccccc1OC	-1%	21%	-16%	12%	8	9	1%	-5%	-8%
13	O=C(CSc1nnc(-c2ccc(F)cc2)c2ccccc12)NCC1CCCO1 (stereo not drawn)	6%	u	7%	9%	-15	-6	4%	2%	-24%
14	O=C(CSc1ccc2nnc(-c3ccncc3)n2n1)Nc1ccccc1F	u	21%	7%	-2%	7	11	0%	-5%	-20%
15	CC1=C(C(=O)Nc2ccc(F)cc2F)C2(CCN(C(C)C)CC2)OC1=O	u	-14%	4%	x	x	-20	x	7%	27%
16	CCN(CC)CCCNC(=O)C1CCN(C(=O)c2oc3cc4sc(N(C)C)nc4cc3c2C)CC1	u	-1%	-13%	14%	-13	-2	-7%	-22%	i
17	COc1ccc(NC(=O)C2CCN(c3nc4ccccc4[nH]3)CC2)cc1OC	u	12%	-63%	x	x	1	x	-24%	i
18	O=C(Nc1ccc2c(c1)OCCO2)C1CCCN(S(=O)(=O)c2cccnc2)C1 (stereo not drawn)	0%	9%	3%	-6%	1	3	-2%	-16%	-35%[inhibitor]
19	CCOC(=O)c1c(-c2ccncc2)csc1N	1%	14%	59%[activator]	5%	13	-2	5%	-12%	i
20	COc1ccccc1CCNC(=O)CCn1c(=O)c2cccn2c2ccc(F)cc21	-7%	3%&0%	4%&-1%	-3%	-18	-5&4	-3%	0%&2%	i
21	CC1=C(C(=O)N2CCCCC2)C(c2cccs2)C2=C(CCCC2=O)N1 (stereo not drawn)	9%	6%	4%	2%	-23	-9	-2%	-10%	-23%[57.5 µM]
22	O=c1c2ccccc2nc(COc2ccccc2)n1/N=C/c1ccc(O)cc1O	-5%	21%	u	8%	51	16	11%	11%	i
23	Cc1cc(C)c(S(=O)(=O)N2C[C@H]3CON(C)[C@H]3C[C@H]2c2ccc(N3CCCCC3)cc2)c(C)c1	-14%	5%	u	-4%	0	7	0%	9%	1%
24	CCC(=O)Nc1c2c(nn1-c1ccc(C)cc1C)CSC2	0%	-23%	2%	-9%	-26	-8	-2%	4%	i
25	Cn1cccc1/C=N/NC(=O)CSc1nc2ccccc2n1C	19%	-10%	4%	14%	-11	-8	-7%	21%	i
26	CC(C)(CO)NCc1cc(Br)ccc1OCc1ccccc1	0%	-32%[inhibitor]	-6%	4%	-16	-14	4%	u	-22%
27	Cn1c2ccccc2n2c(=O)c(=O)n(CC(=O)c3ccc(F)cc3)nc12	-5%	-28%	1%	0%	-13	-6	1%	157%[activator]	-19%
28	O=C(CSc1n[nH]c(-c2ccncc2)n1)c1cccc([N+](=O)[O-])c1	0%	-23%	23%	7%	-69*	-3	-2%	0%	-91%[inhibitor]
29	O=C(NCCOc1ccccc1)c1ncn[nH]1	-18%	-21%	1%	-7%	u	-11	0%	-12%	i
30	O=C(O)c1cccc(-c2ccc(/C=N/Nc3nn[nH]n3)o2)c1	2%	-5%	12%	2%	-2	2	0%	-5%	-8%
31	CCCSc1nsc(NC(=O)CC)n1	-24%	3%	-15%	4%	0	8	8%	4%	-12%
32	CN(C)S(=O)(=O)c1cccc(-c2nnc(SCC(=O)NCCCCCC(=O)O)n2-c2ccc(F)cc2)c1	-6%	-5%	29%	4%	-17	5	0%	0%	-1%
33	Cc1ccc(N=c2c([N+](=O)[O-])nn(-c3ccc4c(c3)OCCO4)n2O)cc1F	0%	-3%	u	-2%	7	2	-1%	-25%	-12%
34	Cc1cccc(C)c1NC(=O)CN1N=NC2C(=O)N(c3cccc(Cl)c3)C(=O)C21 (stereo not drawn)	-19%	-4%	10%	1%	-1	-6	-5%	15%	-22%
35	CN1CCN(C(=O)c2cccn(Cc3cccc(Cl)c3)c2=O)CC1	17%	5%	15%	4%	0	3	-3%	-9%	i
36	O=C(Nc1cccn(Cc2c(Cl)cccc2Cl)c1=O)c1ccc(Cl)cc1	3.7µM*	11%	-3%	-6%	30	-2	-3%	2%	-15%[57.5 µM]
37	CC(C)(C)Sc1ccccc1S(=O)(=O)C(C)(C)C	15%	15%	-19%	-4%	-2	3	-1%	2%	-5%
38	Cc1c(OCC(=O)OC(C)C)ccc2c3c(c(=O)oc12)CCC3	0%	3%	31%[activator]	10%	46	0	-1%	8%	-21%
39	CCCC(=O)Nc1c(C(=O)OCC)oc2ccccc12	-8%	14%	1%[0.307 µM]	11%	-27	-1	7%	-7%[0.307 µM]	9%
40	COc1ccc(NC(=O)c2nn(C)c3c2CS(=O)(=O)c2ccccc2-3)cc1Cl	6%	21%	11%	x	x	-4	x	-3%	-17%
41	Cc1noc(C)c1COc1ccccc1C(=O)NC1CCC(C)CC1 (stereo not drawn)	-29%	10%	u	-3%	-5	-7	-6%	-1%	-62%[inhibitor]
42	Cc1nn(CC(=O)NC2CCC(C)CC2)c(=O)c2c1sc1ccccc12 (stereo not drawn)	2%	1%	3%	x	x	-14	x	0%	13%
43	Cc1cccc(C)c1NC1=C(Cl)C(=O)OC1OC(C)C (stereo not drawn)	-16%	-19%	u	7%	17	-40	-2%	-2%	-18%
44	COc1ccc(N(Cc2cc(=O)[nH]c3ccccc23)C(=O)CCl)cc1	u	-14%	-30%	-4%	8	5	0%	-26%	-35%[inhibitor]
45	CCNC(=S)NNC(=O)Nc1ccccc1	-8%	-24%	10%	-10%	29	-8	1%	-7%	i
46	Cc1ccc(OCc2cc(C(=O)NC(C)Cc3cccnc3)no2)cc1C (stereo not drawn)	-29%	10%	u	21%	20	-3	4%	-5%	-37%[inhibitor]
47	CCCCN(C)C(=O)c1coc(=O)c2ccccc12	6%	-2%	0%	5%	28	-1	12%	3%	i
48	CN(C)S(=O)(=O)c1ccc(Cl)c(NC(=O)CSc2nc3c(cc2C#N)C(=O)CCC3)c1	10µM*	-18%	12%	1%	-9	0	1%	11%	-18%
49	Cc1ccc(-n2nc3c(N4CCC(C(=O)NCCc5ccco5)CC4)nnc(C)c3c2C)cc1	5%	-12%	u	1%	-12	-6	-1%	u	i
50	CCCn1c(=O)n(N)c2ccccc21	14%	3%	0%	-1%	2	-2	-1%	-5%	i

(listing goes on)
No.	canonical_smiles	KB-V1 MDR tox	TDP-43 yeast inh	GLP-1R inv ag	GLP-1R agonist	D3 antag	DRD3 agonist	aSyn rescue	GLP1R cytotox	PTHR1 agonist
51	COc1ccc(O)c(C(=O)c2cc(C#N)c(=O)n(Cc3ccccc3)c2)c1	u	-17%	8%	12%	14	18	0%	-6%	-24%
52	Cc1c(C(=O)c2ccc(Br)cc2)c(=O)n(C)c(=O)n1C	-15%	-11%	14%	-5%	-5	-9	3%	-13%	i
53	CN(CCc1ccccn1)C(=O)c1ccc(OC2CCN(CCc3ccccc3)CC2)cc1	-5%	-10%	u	8%	u	-22	-2%	-13%	i
54	Cc1cccc2c1nc(-c1ccccc1)n1cnnc21	-6%	14µM*	46%[activator]	6%	12	1	2%	-7%	-2%[57.5 µM]
55	c1c2c(cc3sc(N4CCCCC4)nc13)OCO2	u	7%	u	-11%	-16	6	-8%	10%	-27%
56	COc1ccc(C2NC(=O)c3ccccc3N2)cc1 (stereo not drawn)	0%	0%	u	3%	-17	-20	-1%	-22%	i
57	N#Cc1ccc(Oc2ncccn2)cc1	6%	-16%	2%	3%	-6	-3	2%	2%	-18%
58	COc1ccc(-n2nnc3c(=O)n(CC(=O)NCC4CCCO4)cnc32)cc1 (stereo not drawn)	3%	-15%	0%	-12%	10	3	7%	-21%	i
